Screening data: PubChem, NCI
NCI-60 one-dose screen, 48 h, at 10 µM unless noted. Numbers give growth in % (100 = growth as untreated, 0 = no growth, -100 = all killed).
CCRF-CEM: CCRF-CEM leukemia; 7% of 77,000 active
K-562: K-562 leukemia | 7.4% of 78,000 active | AID 1794777
MDA-MB-435: MDA-MB-435 melanoma; 7.8% of 82,000 active
RPMI-8226: RPMI-8226 leukemia cells | 7.5% of 77,000 active
HOP-62: HOP-62 NSCLC | 3.9% of 80,000 active | AID 1794735
SR: SR leukemia cells. 8.7% of 73,000 active
MOLT-4: MOLT-4 leukemia cells; 6.9% of 80,000 active
MDA-MB-468: MDA-MB-468 breast cancer; 8.5% of 78,000 active; AID 2202374
An asterisk follows results filed as active; . = not tested or not shown; & = joins results of further samples. Rule for the calls: active = growth percent below 10; inactive = the rest.

1: Cc1ccc(N=Nc2c(S(=O)(=O)O)cc3cc(S(=O)(=O)O)c(N=Nc4ccc([N+](=O)[O-])cc4)c(O)c3c2N)cc1
2: COc1ccc(/C=N/C2=C(C#N)C(c3ccc([N+](=O)[O-])cc3)c3c(ccc4ccccc34)O2)cc1 (centres undefined)
3: CCCCSc1nc(Nc2ccc(/C(C)=N/NC(N)=S)cc2)c(C#N)c(-c2ccc(OC)cc2)n1
4: Nc1nc(C(=O)O)cs1
5: COc1ccc(OC)c2c(C)c(C)[nH]c12

assay / entry	1	2	3	4	5
CCRF-CEM	100	80	86	92	107
K-562	102	83	78	96	103
MDA-MB-435	109	91	59	103	98
RPMI-8226	100	91	68	115	101
HOP-62	98	80	54	94	87
SR	95	82	40	99	102
MOLT-4	108	71	68	46	103
MDA-MB-468	111	85	88	.	96

6: COc1cc(-c2cc(-c3nnc(/C=C/c4ccc5c(c4)OCO5)o3)[nH]n2)cc(OC)c1OC
7: CCCCOCCOC(=O)c1ccc(Cl)cc1
8: COc1ccccc1/C=N\NC(=O)c1ccncc1
9: O=C(Cc1ccccc1)N(CCO)CCO
10: COc1ccc(CNNC(=O)c2ccncc2)c(OC)c1OC

assay / entry	6	7	8	9	10
CCRF-CEM	48	102	75	.	109
K-562	73	105	.	87	105
MDA-MB-435	88	112	110	108	107
RPMI-8226	43	107	86	100	105
HOP-62	100	115	99	106	110
SR	82	97	97	86	134
MOLT-4	66	106	114	90	103
MDA-MB-468	119	108	108	105	99

11: COc1ccc(-c2cs/c(=N\N=C\c3ccc(C#N)cc3)n2C)cc1
12: NC(=O)c1cc(N)nc(Cl)n1
13: CCCCCCCCCCC(C(O)c1ccccc1)N1CCCCC1 (centres undefined)
14: O=C(CCl)Nc1ccccc1SCc1cc(Cl)cc2c1OCOC2
15: COc1ccc2nc(Cl)c(-c3cc(-c4ccccc4)nc(N)n3)cc2c1

assay / entry	11	12	13	14	15
CCRF-CEM	79	100	0.8*	-28*	-4.8*
K-562	53	99	3.3*	32	0.3*
MDA-MB-435	89	99	-54*	24	46
RPMI-8226	60	96	-50*	94	-27*
HOP-62	84	103	-75*	100	41
SR	40	94	0.5*	.	.
MOLT-4	81	102	6.4*	51	-18*
MDA-MB-468	51	95	-22*	52	15

16: CN1CCC(OC2c3ccccc3CCc3ccccc32)CC1
17: C[C@H](c1nc2ccccc2[nH]1)[C@H]1CC[C@H]2[C@@H]3CCC4=CC(=O)CC[C@]4(C)[C@H]3CC[C@]12C
18: Nc1cccc2c1C(=O)OC2=O
19: C=C1C(=O)O[C@H]2[C@H]1CC/C(COC(=O)NC1CCC(O)CC1)=C\CC[C@@]1(C)O[C@@H]21 (some centres undefined)
20: CC(=O)O[C@H]1CC[C@]2(C)[C@H]3CC=C4[C@@H]5CC(C)(C)CC[C@]5(C(=O)NCCCCNCCCN)CC[C@@]4(C)[C@]3(C)CC[C@H]2C1(C)C

assay / entry	16	17	18	19	20
CCRF-CEM	94	82	99	13&16	102
K-562	97	57	99	.	88
MDA-MB-435	95	95	99	55&58	100
RPMI-8226	88	63	101	55&61	95
HOP-62	94	99	84	97&97	97
SR	96	94	117	23&27	76
MOLT-4	100	71	104	63&70	97
MDA-MB-468	90	98	111	32&37	99

21: NC(=O)c1cccc(-n2ccc3cc(NC(=O)c4ccc(F)c(C(F)(F)F)c4)ccc32)n1
22: CCCCC1(CC)COC(c2ccc(C(C)C)cc2)OC1 (centres undefined)
23: CCCC1Cc2cc(-n3nc(C)c4c3CC(C)(C)CC4=O)cc(NC3CCC(O)CC3)c2C(=O)N1 (centres undefined)
24: NC(Cc1ccc(O)cc1)C(=O)N/N=C/c1ccccc1Cl (centres undefined)
25: CCOC(=O)C1CN(Cc2ccccc2)CCC1=O (centres undefined)

assay / entry	21	22	23	24	25
CCRF-CEM	40	91	35	.	.
K-562	31	98	14	93	93
MDA-MB-435	63	103	27	96	98
RPMI-8226	.	102	51	109	100
HOP-62	67	86	40	98	103
SR	66	105	29	100	101
MOLT-4	54	100	17	98	102
MDA-MB-468	66	112	-8.5*	115	121

26: O=C(Oc1ccccc1-c1ccccc1)c1ccccc1
27: Nc1ncnc2c1NC(c1ccc3c(c1)OCO3)CC(c1ccc([N+](=O)[O-])cc1)N2 (centres undefined)
28: CCC(=O)Nc1ccc(C)c(Cl)c1
29: C/C=C/CN(C)c1ccccc1
30: COc1ccc2[nH]c(=O)c(CSc3ccc(Nc4nccc(-c5ccc(C(F)(F)F)cc5)n4)cc3)cc2c1

assay / entry	26	27	28	29	30
CCRF-CEM	102	.	95	96	92
K-562	102	97	101	.	83
MDA-MB-435	120	74	105	90	106
RPMI-8226	110	153	101	106	77
HOP-62	101	92	100	88	98
SR	95	132	107	137	83
MOLT-4	96	197	96	97	79
MDA-MB-468	94	104	101	115	92

31: Cc1cc(C)cc(/C=N/NC(=O)c2ccc(-n3cc(-c4ccccc4)nn3)cc2)c1
32: COc1ccc(NC(=O)CSc2nc(-c3ccc(OC)c(OC)c3)cc(-c3cc(OC)c(OC)c(OC)c3)n2)cc1
33: COc1ccc(/C=C2/Sc3c(F)cccc3C2=O)c(OC)c1
34: O=C(CC1(O)C(=O)Nc2c(Cl)ccc(Cl)c21)c1ccc(Cl)cc1 (centres undefined)
35: [O-]/[N+](=C\c1ccc(-n2cc(Cc3ccccc3Cc3cn(-c4ccc(/C=[N+](/[O-])c5ccccc5)cc4)nn3)nn2)cc1)c1ccccc1

assay / entry	31	32	33	34	35
CCRF-CEM	97	101	105	105	103
K-562	30	96	95	108	87
MDA-MB-435	100	112	100	98	109
RPMI-8226	98	78	108	95	103
HOP-62	93	106	94	75	100
SR	98	104	94	102	95
MOLT-4	98	85	96	97	90
MDA-MB-468	95	110	112	99	97

36: Cn1cccc1-c1cc(-c2cccc(F)c2)c(C#N)c(=O)[nH]1
37: COc1cc2c(cc1OC)/C(=C\c1sc(=S)n(CCC(=O)O)c1O)C(C(=O)O)=N2
38: COc1ccc(C2C=C(c3ccc(Cl)cc3)N=C3SC(C)=CN32)cc1 (centres undefined)
39: O=C1/C(=C/c2coc3ccccc3c2=O)N=C(c2ccc(Cl)cc2)N1c1ccc(S(=O)(=O)Nc2ncccn2)cc1
40: N#Cc1c(NCc2ccc(Cl)cc2)oc(-c2ccccc2)c1-c1ccccc1

assay / entry	36	37	38	39	40
CCRF-CEM	92	.	87	87	.
K-562	96	108	102	101	96
MDA-MB-435	106	104	87	99	107
RPMI-8226	90	108	74	91	.
HOP-62	95	83	102	87	.
SR	94	95	77	98	68
MOLT-4	98	103	72	87	92
MDA-MB-468	106	.	89	89	108

Some entries already given, showing only RPMI-8226.
| cpd | Compound | RPMI-8226 |
| --- | --- | --- |
| 29 | C/C=C/CN(C)c1ccccc1 | 106 |
| 30 | COc1ccc2[nH]c(=O)c(CSc3ccc(Nc4nccc(-c5ccc(C(F)(F)F)cc5)n4)cc3)cc2c1 | 77 |

Further records.
41: NC(=O)C1(Nc2ccc(-c3ccc(Cl)cc3)cc2)CCCC1
42: CCCN(CCC)C(=O)c1ccc(C)cc1
43: C/C=C/C(C(=O)NC(N)=O)C(C)C (centres undefined)
44: NC(N)=NCCC[C@@H]1NC(=O)[C@H](Cc2ccc(O)cc2)NC(=O)CNC(=O)[C@H](CO)NC(=O)[C@H](Cc2ccccc2)NC1=O
45: O=C(Nc1ccc2oc(=O)ccc2c1)Nc1c(Br)cc(F)cc1Br

assay / entry	41	42	43	44	45
CCRF-CEM	86	86	111	112	106
K-562	94	109	92	92	98
MDA-MB-435	103	104	106	106	101
RPMI-8226	81	93	111	98	96
HOP-62	83	80	93	89	118
SR	114	95	95	102	90
MOLT-4	91	101	96	99	104
MDA-MB-468	81	96	108	112	94

46: CCN(CC)CCCOc1ncnc2ccc(Cl)cc12
47: COc1ccc(/C=C2\SC(=S)N(CCCN3CCOCC3)C2=O)c(OC)c1
48: CCOC(=O)c1c(N2CCOCC2)[nH]c(=O)c(C=Nc2c(Cl)cccc2Cl)c1O
49: OC1C2COC(O2)C(O)C1O (centres undefined)
50: NC(=S)N1CCOCC1

assay / entry	46	47	48	49	50
CCRF-CEM	98	76	94	136	100
K-562	96	84	61	114	96
MDA-MB-435	101	101	110	103	80
RPMI-8226	113	78	96	174	92
HOP-62	114	125	88	99	90
SR	99	72	126	114	112
MOLT-4	95	94	72	110	104
MDA-MB-468	106	87	96	114	108

Compound profiles, from the list above. Order of screens: CCRF-CEM, K-562, MDA-MB-435, RPMI-8226, HOP-62, SR, MOLT-4, MDA-MB-468
Listed for NC(=S)N1CCOCC1 : 100, 96, 80, 92, 90, 112, 104, 108
Listed for CCN(CC)CCCOc1ncnc2ccc(Cl)cc12 : 98, 96, 101, 113, 114, 99, 95, 106
Listed for CCOC(=O)c1c(N2CCOCC2)[nH]c(=O)c(C=Nc2c(Cl)cccc2Cl)c1O : 94, 61, 110, 96, 88, 126, 72, 96
Listed for COc1ccc(/C=C2\SC(=S)N(CCCN3CCOCC3)C2=O)c(OC)c1 : 76, 84, 101, 78, 125, 72, 94, 87
Listed for OC1C2COC(O2)C(O)C1O (centres undefined) : 136, 114, 103, 174, 99, 114, 110, 114

Carrying on:
51: Fc1ccc(COc2cccc(-c3nc4sccn4c3-c3ccncn3)c2)cc1
52: C=CCOC(=O)CCCCCC1CCCCC1
53: CC1(C)OC(=O)C(c2ccccc2)O1 (centres undefined)
54: CCOC(=O)c1cnn2c(SC)ncnc12
55: COc1ccc(Cn2cc3c(c2-c2ccccc2)CCc2cncnc2-3)cc1

assay / entry	51	52	53	54	55
CCRF-CEM	83	102	107	89	43
K-562	75	102	109	87	22
MDA-MB-435	87	107	112	100	0.9*
RPMI-8226	.	108	109	75	20
HOP-62	93	108	108	90	61
SR	101	94	114	41	58
MOLT-4	74	101	103	.	80
MDA-MB-468	42	98	118	98	33

56: C[C@]1(CO)O[C@@H](n2cc(F)c(=O)[nH]c2=O)C[C@@H]1O
57: CN(C(=O)c1cc(S(=O)(=O)Nc2cccc(Cl)c2)c(O)c(O)c1O)c1ccc(N(C)C(=O)c2cc(S(=O)(=O)Nc3cccc(Cl)c3)c(O)c(O)c2O)cc1
58: CC(=O)OC[C@H]1OC(Sc2sc(C(=O)c3ccc(Cl)cc3)c(N)c2-c2nc3ccccc3s2)[C@@H](OC(C)=O)[C@@H]1OC(C)=O (some centres undefined)
59: CN(C)c1cccc2c(S(=O)(=O)N[C@H]3CC[C@H]4[C@@H]5CCc6cc(O)ccc6[C@H]5CC[C@]34C)cccc12
60: Cc1ccc(NC(=O)c2ccc(N3CCN(c4ccccc4)CC3)cc2)cc1NC(=O)c1coc2nc(N)nc(N)c12

assay / entry	56	57	58	59	60
CCRF-CEM	41	75	100	.	97
K-562	71	.	98	2.2*	.
MDA-MB-435	66	98	101	-46*	100
RPMI-8226	48	98	93	7.8*	91
HOP-62	38	66	93	67	86
SR	62	52	.	-16*	91
MOLT-4	45	73	102	17	92
MDA-MB-468	27	103	114	35	121

61: C/C(=N\N1C(=O)c2ccccc2NC1c1ccc(C)cc1)c1c(O)cc(C)oc1=O (centres undefined)
62: N#CCN1CCCCC1
63: CCN1C(=O)N(CC)C2Nn3c(s/c(=C\c4ccc([N+](=O)[O-])cc4)c3=O)=NC21 (centres undefined)
64: CN(C)CCN1C(=O)c2cccc3c(-c4ccc5ncn(C6CCCCC6)c5c4)ccc(c23)C1=O
65: N#Cc1nc(-c2ccccc2)oc1NCC(c1ccc(Cl)cc1)N1CCCCC1 (centres undefined)

assay / entry	61	62	63	64	65
CCRF-CEM	85	94	41	15	85
K-562	89	96	29	6.8*	70
MDA-MB-435	102	106	62	40	91
RPMI-8226	91	104	52	7.5*	93
HOP-62	85	95	96	23	100
SR	79	94	.	3.6*	81
MOLT-4	96	84	62	-19*	74
MDA-MB-468	84	106	7.4*	4.3*	93

66: CC(C)(C)c1ccc(OCC(=O)O)cc1
67: CC(=O)Nc1ccccc1S(=O)(=O)O
68: COC(=O)Cc1ccc([N+](=O)[O-])cc1[N+](=O)[O-]
69: [2H]C([2H])([2H])Oc1ccc(/C=C/C(=O)/C=C(/C=C/c2ccc(OC([2H])([2H])[2H])c(OC([2H])([2H])[2H])c2)OB(F)F)cc1OC([2H])([2H])[2H]
70: CCC1(CC(C)C)SC(N)=NC1=O (centres undefined)

assay / entry	66	67	68	69	70
CCRF-CEM	104	99	101	28	104
K-562	149	108	100	63	106
MDA-MB-435	87	107	105	73	113
RPMI-8226	99	101	105	54	.
HOP-62	97	113	111	114	100
SR	98	105	88	27	106
MOLT-4	123	110	98	39	113
MDA-MB-468	108	101	.	91	120

71: COc1ccc(N2C(=O)c3ccccc3[C@@H](C(=O)O)[C@@H]2c2ccccc2)cc1
72: CCNC1=C(Cl)C(=O)c2ccccc2C1=O
73: Nc1c(C(=O)Nc2cccc(Cl)c2)oc2ncccc12
74: COc1ccc(-c2nc(SC(C)C)nc(NC3CC3)c2C#N)cc1
75: Cc1c(C)c2c(c(C)c1OC(=O)CCC(=O)[O-])CCC(C)(CCCCCCCCCCC[P+](c1ccccc1)(c1ccccc1)c1ccccc1)O2 (centres undefined)
76: CC(C)(C)c1cc(CC(Cc2cc(C(C)(C)C)cc(C(C)(C)C)c2)(C2=N[C@@H]3c4ccccc4C[C@@H]3O2)C2=N[C@H]3c4ccccc4C[C@H]3O2)cc(C(C)(C)C)c1

assay / entry	71	72	73	74	75	76
CCRF-CEM	108	92	93	95	0.3*	102
K-562	105	89	96	96	6.1*	101
MDA-MB-435	101	115	104	101	-89*	103
RPMI-8226	98	83	93	96	-48*	101
HOP-62	98	98	90	105	-68*	111
SR	122	89	.	105	-25*	101
MOLT-4	126	90	104	104	-26*	103
MDA-MB-468	90	83	94	140	-70*	93
